Source: PubChem BioAssay
NR3A LBD binder: modulates the human NR3A ligand-binding domain; NR3A LBD differential scanning fluorimetry, Tm shift; 0% = protein alone, 100% = glycine-bound protein; Tm shift relative to glycine control, % at 25 µM; actives 2.5% (n = 340,000);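 active = melting temperature shift of at least 10% of the positive control shift, at one fixed dose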
APOBEC3G inh: blocks human APOBEC3G single-stranded DNA deamination. Q9HC16. recombinant A3G, ssDNA deamination FAM/TAMRA fluorescence. inhibition, % at 20 µM. actives 0.28% (n = 330,000);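 active = inhibition of at least 40% at 20 µM, with no more than 30% in the related APOBEC3A deaminase screen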;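 also: plate controls were DMSO wells with A3G for no effect and wells lacking A3G enzyme for full effect; some compounds called inactive have numbers as strong as hits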
Target sequence (Q9HC16 whole entry, looked up): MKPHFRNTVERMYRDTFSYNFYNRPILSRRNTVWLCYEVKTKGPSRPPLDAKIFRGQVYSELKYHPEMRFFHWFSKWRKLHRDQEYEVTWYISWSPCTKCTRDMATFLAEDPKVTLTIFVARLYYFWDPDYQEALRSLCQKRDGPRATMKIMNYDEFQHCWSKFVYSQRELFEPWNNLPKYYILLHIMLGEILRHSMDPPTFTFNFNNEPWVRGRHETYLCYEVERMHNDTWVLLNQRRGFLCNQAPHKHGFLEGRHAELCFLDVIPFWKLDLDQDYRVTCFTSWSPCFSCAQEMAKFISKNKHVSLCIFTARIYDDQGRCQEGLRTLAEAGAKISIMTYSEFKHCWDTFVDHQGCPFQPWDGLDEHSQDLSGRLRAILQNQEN
A3A deaminase: human APOBEC3A DNA deaminase inhibition | recombinant A3A, FAM/TAMRA ssDNA deamination fluorescence | inhibition, % at 20 µM | actives 0.41% (n = 330,000) | AID 493011;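 active = at least 40% inhibition at 20 µM here, with at most 30% in a related deaminase screen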;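 also: plate controls were A3A with DMSO for no effect and wells lacking A3A enzyme for full effect; some results filed as inactive read as strong as hits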
Target sequence (P31941 whole entry, looked up): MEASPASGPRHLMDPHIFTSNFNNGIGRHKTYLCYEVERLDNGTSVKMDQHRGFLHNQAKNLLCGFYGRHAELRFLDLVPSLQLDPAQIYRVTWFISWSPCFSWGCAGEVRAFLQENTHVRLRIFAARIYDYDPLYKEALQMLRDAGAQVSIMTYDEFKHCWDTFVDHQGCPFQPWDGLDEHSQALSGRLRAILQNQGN
EBI2 block: blocks human EBI2 receptor beta-arrestin signaling. P32249. EBI2 beta-arrestin recruitment, luminescence, 7a,25-OHC stimulated. inhibition, % at 5 µM. actives 0.81% (n = 360,000). AID 651636; in the data active = inhibition above about 38%;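 also: enzyme fragment complementation signal reports receptor beta-arrestin coupling in cells; 0% = agonist plus DMSO wells and 100% = wells without agonist; some results beyond the cut were filed as inactive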
MPTP block: blocks calcium-induced mitochondrial swelling; isolated mouse mitochondria, Ca2+ swelling absorbance, 30 min; inhibition, % at 10 µM; actives 1.4% (n = 360,000);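 active = inhibition of 50% or more, scaled per plate between neutral and stimulator controls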;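 also: 0% = DMSO wells given calcium and 100% = 1 mM EGTA wells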
Gli-Sufu block: blocks Gli-Sufu signaling in a luciferase reporter. Sufu-KO-LIGHT fibroblasts, Gli luciferase reporter luminescence. inhibition, % at 5 µM. actives 0.74% (n = 340,000);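 active = inhibition above about 55%, limit read from the data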;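 also: 0% = DMSO-treated cells and 100% = wells with medium but no cells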
CXCR6 block: blocks human CXCR6 beta-arrestin recruitment; O00574; CHO-K1 PathHunter CXCR6 beta-arrestin, luminescence; inhibition, % at 20 µM; actives 0.36% (n = 360,000); in the data active = inhibition above about 34%, passing the limit was not always enough;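 also: antagonist mode with CXCL16 agonist at 10 nM final; 0% = 10 nM CXCL16 with DMSO and 100% = unstimulated wells without agonist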
Target sequence (O00574 whole entry, looked up): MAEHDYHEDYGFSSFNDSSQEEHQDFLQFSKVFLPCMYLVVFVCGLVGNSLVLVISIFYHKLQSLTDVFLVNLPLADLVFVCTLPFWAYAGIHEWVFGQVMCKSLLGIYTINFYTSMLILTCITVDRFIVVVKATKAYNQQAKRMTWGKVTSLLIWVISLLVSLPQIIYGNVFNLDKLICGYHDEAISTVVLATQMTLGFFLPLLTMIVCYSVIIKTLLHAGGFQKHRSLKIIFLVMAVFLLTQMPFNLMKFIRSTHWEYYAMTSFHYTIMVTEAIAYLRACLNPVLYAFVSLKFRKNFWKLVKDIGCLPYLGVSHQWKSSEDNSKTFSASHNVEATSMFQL
CCR6 antagonist: antagonists of human CCR6 receptor; actives 0.49% (n = 340,000); AID 493098; CHO-K1 CCR6 PathHunter beta-arrestin, luminescence, CCL20-stimulated; inhibition, % at 20 µM;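 active = compounds whose inhibition of the agonist-driven luminescence signal at 20 µM reaches about 50%, limit read from the data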;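 also: cells stimulated with CCL20 at 14 nM final; plate controls were DMSO with CCL20 for no effect and DMSO without agonist for full effect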
Active calls of the source: *; / = no result given.

A first look (2 entries):
SMILES	NR3A LBD binder	APOBEC3G inh	A3A deaminase	EBI2 block	MPTP block	Gli-Sufu block	CXCR6 block	CCR6 antagonist
CCOC(=O)C1(Cc2cccc(OC)c2)CCN(Cc2cnc(N)nc2)CC1	1	-2	3	-7	0.6	11	6	0
O=C(Nc1ccc(Cl)c(C(F)(F)F)c1)NC1CC2CCCC(C1)N2C1CC1 (centres undefined)	1	-2	0	-7	8.9	22	-2	4

All compounds of this part, repeating the preview:
SMILES	NR3A LBD binder	APOBEC3G inh	A3A deaminase	EBI2 block	MPTP block	Gli-Sufu block	CXCR6 block	CCR6 antagonist
CCOC(=O)C1(Cc2cccc(OC)c2)CCN(Cc2cnc(N)nc2)CC1	1	-2	3	-7	0.6	11	6	0
O=C(Nc1ccc(Cl)c(C(F)(F)F)c1)NC1CC2CCCC(C1)N2C1CC1 (centres undefined)	1	-2	0	-7	8.9	22	-2	4
Cc1ccccc1NC(=O)CCc1nnc2ccc(N3CCC4(CC3)OCCO4)nn12	-2	-3	-5	-10	-0.2	5	7	3
O=[N+]([O-])c1ccc(OC(F)F)c(/C=N/n2cnnc2)c1	0	-6	3	-1	2.0	8	-7	-10
Clc1ccccc1C1CC(c2ccccc2)=Nc2ccccc2N1 (centres undefined)	-8	-10	-1	12	1.0	-22	1	14
COc1cc(C2c3c(oc4c(C)cc(C)cc4c3=O)C(=O)N2Cc2cccnc2)ccc1O (centres undefined)	-2	2	-5	10	0.3	1	4	8
Cc1sc(NC(=O)CN2CCN(c3ccccn3)CC2)c(C#N)c1C	-2	-4	-4	4	1.5	-20	-6	0
CCC(=O)Nc1cccc(C(=O)OC)c1	-3	-12	-3	-8	2.1	-1	-3	-15
CN(CC(=O)NCc1ccccn1)S(=O)(=O)c1cc(Cl)ccc1Cl	-1	-4	1	4	-0.8	9	-10	-5
CCOC(=O)CNC(=O)CSc1nc(NCc2ccccc2)nc(N(C)C)n1	0	8	3	-7	0.4	-3	0	15
COc1ccc(Cl)cc1C(Nc1cccnc1)c1ccc2cccnc2c1O (centres undefined)	-2	0	1	9	0.3	0	-7	1
O=C(O)CC/C(=N\Nc1ccc(S(=O)(=O)N2CCCC2)cc1[N+](=O)[O-])c1cccs1	-1	/	/	-6	4.0	10	16	29
CC(C)N(C(=O)COC(=O)[C@@H]1CC(O)CN1S(=O)(=O)c1ccc(C(C)(C)C)cc1)C(C)C (some centres undefined)	-5	-9	3	-5	-1.8	-5	1	4
COC(=O)c1ccc(S(=O)(=O)NNC(=O)c2ccc(S(=O)(=O)N3CCCCC3)cc2)cc1	-4	-5	0	-6	-2.5	0	1	11
C=CCN=C1S/C(=C/c2ccc([N+](=O)[O-])cc2)C(=O)N1CC=C	0	-7	-2	-8	3.8	0	-3	-6
N=C1C(c2ccccc2)=C(O)CN1c1ccccc1N1CCOCC1	-2	-7	-6	4	0.3	-1	5	-2
COc1ccc(C)cc1Nc1n[n+](-c2ccccc2)c(-c2c(Cl)cccc2Cl)s1	-5	-7	-1	/	/	8	/	23
O=C(COc1ccc(Cl)cc1Cl)NCCCN1CCOCC1	0	-8	-3	2	-0.2	-1	-8	8
CCCc1cc(=O)oc2cc(C)cc(OCC(=O)NC3CCN(Cc4ccccc4)CC3)c12	1	-8	-4	1	0.0	39	10	30
COc1ccc(CNC(=O)CSc2nc3ccc(C)cc3[nH]2)cc1OC	0	-6	7	2	1.1	-27	-2	17
CC(=O)N1CCCN(Cc2cn(-c3ccc(C)cc3)nc2-c2cccc(C)c2)CC1	-1	2	0	-8	0.6	-10	-1	5
COc1ccc(NC(=O)CSc2ncnc3sc(C)cc23)cc1	1	-13	0	-8	-0.8	-4	-1	11
CCn1c(=O)cc(OCC(=O)NC2CC2)c2ccccc21	-1	-1	-6	-6	-1.5	-31	5	12
COc1cc(C(=O)NNC(=O)Cc2cccs2)cc(OC)c1OC	1	-3	1	-8	-1.2	0	-6	-1
Cc1ccc(S(=O)(=O)NC(CC(=O)NC2CCCC2)c2ccco2)cc1 (centres undefined)	0	1	2	-2	-1.9	2	16	-17
CCn1c2ccccc2c2nnc(SCC(=O)OCN3C(=O)c4ccccc4C3=O)nc21	0	-2	1	-3	2.0	25	-8	5
O=C(c1cccc([N+](=O)[O-])c1)N1CCN(S(=O)(=O)/C=C/c2ccccc2)CC1	5	-2	26	7	-1.5	6	1	9
COC(=O)C1=C(N)N(c2ccc(F)cc2)C2=C(C(=O)CCC2)C1c1ccc2c(c1)OCO2 (centres undefined)	-3	-6	-2	4	-0.8	6	-3	8
COc1cc(Cl)c(C)cc1NC(=O)CSc1cc(Cl)ccc1Cl	-3	13	-1	10	34	-10	9	13
CC(O)[C@H]1CN=C(N)N1CCCCC1CCCCC1 (some centres undefined)	0	-4	1	5	-0.7	7	-2	9
O=C(CCl)N=c1sccn1Cc1ccc(Cl)cc1Cl	-1	-9	4	-10	0.3	95*	-1	11
Cc1ccc(S(=O)(=O)c2nnn3c2nc(N2CCCCC2)c2ccccc23)cc1	3	0	3	10	4.9	15	16	26
O=C(CN1C(=O)S/C(=C\c2ccc(O)c([N+](=O)[O-])c2)C1=O)Nc1ccc(N2CCOCC2)cc1	0	-3	-4	1	0.3	22	19	31
CC(NC1CCCC1)c1ccccc1 (centres undefined)	-2	8	0	2	0.4	-5	-2	-6
CCN(CC)S(=O)(=O)C1CCS(=O)(=O)C1 (centres undefined)	1	1	2	-8	0.9	9	4	-6
Cc1ccc(C(=O)N2CCN(c3ccc(NC(=S)NC(=O)c4cccs4)cc3)CC2)cc1	0	2	0	38	-1.9	23	15	21
CC(C)(C)c1cnnn1-c1ccc(NC(=O)c2ccc3c(c2)OCO3)cc1	-1	-1	6	8	-1.5	-14	-10	7
O=C(NCc1ccccc1)/C(=C/c1ccc(OC(F)F)cc1)c1ccccc1	-3	-5	0	14	6.0	14	5	14
COc1ccc(Cl)cc1Nc1nc(-c2sc(NC(=O)C(C)(C)C)nc2C)cs1	-3	7	-3	7	1.0	15	6	3
COc1cc(CN(C(=O)c2cccs2)C2CCS(=O)(=O)C2)cc(OC)c1OC (centres undefined)	3	-7	-4	5	-1.7	0	3	-3
O=C(COC(=O)c1ccc(Cl)nc1)NCCc1ccccc1	0	0	0	-8	0.4	-1	4	-2
COc1ccccc1CNC(=O)CCCc1ccccc1	-1	-4	1	-10	0.5	-7	6	-1
CCn1c(C)nc2cc(S(=O)(=O)C(F)F)ccc21	1	16	6	-6	-0.8	-14	0	-1
O=C(NCc1ccc2c(c1)OCO2)C1CC(c2cccc(Br)c2)=NO1 (centres undefined)	3	-2	-3	-5	-0.4	-5	-16	6
CC(C)(C)C(=O)Cn1ncc(N2CCOCC2)c(Br)c1=O	1	-6	-2	-2	-0.8	-6	-1	0
CCOc1ccc(-c2ccc(SCC)nn2)cc1	-14	-3	-4	7	2.1	-118	-4	13
CCc1ccc(S(=O)(=O)c2cn(C)c3cc(OC)c(OC)cc3c2=O)cc1	-2	0	-5	-16	-0.8	18	-4	3
CN(C)c1ccc(S(=O)(=O)N(C)C)cc1[N+](=O)[O-]	-2	-6	-3	-17	-0.7	1	2	0
Cc1ccccc1N(C(=O)c1snc(C(N)=O)c1N)C(C(=O)NCC1CCCO1)c1ccc(F)cc1 (centres undefined)	-1	-1	-5	4	1.0	8	-1	0
Cc1nnc(C)n1/N=C/c1cccs1	2	-1	-1	-2	0.3	1	1	-10

Random excerpt: 4 compounds from above
SMILES	NR3A LBD binder	APOBEC3G inh	A3A deaminase	EBI2 block	MPTP block	Gli-Sufu block	CXCR6 block	CCR6 antagonist
CCN(CC)S(=O)(=O)C1CCS(=O)(=O)C1 (centres undefined)	1	1	2	-8	0.9	9	4	-6
CCn1c(=O)cc(OCC(=O)NC2CC2)c2ccccc21	-1	-1	-6	-6	-1.5	-31	5	12
COc1ccc(Cl)cc1C(Nc1cccnc1)c1ccc2cccnc2c1O (centres undefined)	-2	0	1	9	0.3	0	-7	1
Cc1ccc(C(=O)N2CCN(c3ccc(NC(=S)NC(=O)c4cccs4)cc3)CC2)cc1	0	2	0	38	-1.9	23	15	21

(continued)
SMILES	NR3A LBD binder	APOBEC3G inh	A3A deaminase	EBI2 block	MPTP block	Gli-Sufu block	CXCR6 block	CCR6 antagonist
CCN(CC)c1ccc(C2CC(=O)Nc3cc(OC)c(OC)cc32)cc1 (centres undefined)	1	-3	-3	-2	1.0	8	11	12
CCCCCCSc1ccc([C@@H]2[C@@H]3C(=O)N(CC)C(=O)[C@@H]3[C@]3(C(=O)OC)CCCCN23)cc1	-14	32	6	10	-0.3	0	7	21
Cc1cc(C)c2c(N=NN(C)C)[nH]nc2n1	0	-1	-1	-2	-2.0	4	-5	-5
Cc1[nH]cnc1CSCc1ccc(F)cc1	-4	-6	-4	-6	0.0	-4	-4	-5
CCCCn1nnnc1SCC(=O)NNC(=O)C1CCCCC1	-2	-10	-3	-3	-2.0	-3	1	7
COc1ccc(-c2ccc3c(c2)c(-c2cccs2)c(-c2cc(OC)cc(OC)c2)n3C)cc1	-2	-6	3	-4	1.0	5	0	8
COc1cccc(NC(=O)CN(C)C(=O)c2cc3c(s2)CCCC3)c1	0	-6	8	-5	0.3	1	1	10
O=C(Cn1cncn1)c1ccc(F)cc1F	0	-6	-5	-8	-1.3	-5	3	-2
COc1ccc(C(=O)CN2CC(C)SC2=Nc2ccc(Cl)cc2)cc1 (centres undefined)	2	-3	0	44*	-1.1	8	0	24
O=C(O)C1C2C=CC(O2)C1C(=O)NCc1ccccc1Br (centres undefined)	1	3	3	-5	-1.3	5	5	-12
COc1ccc(-c2csc3nc(-c4ccccc4F)oc(=O)c23)cc1	1	-8	-2	3	1.6	-3	1	5
COc1ccc(C2C(C#N)=C(N)Oc3n[nH]c(C)c32)cc1CN1CCN(c2ccc(F)cc2)CC1 (centres undefined)	1	-7	17	19	-1.4	16	10	26
Cc1ccc([N+](=O)[O-])cc1S(=O)(=O)Nc1cccc(S(=O)(=O)NC2=NCCC2)c1	3	-6	4	-1	-1.6	-8	4	12
Cc1c(C(=O)NC(=S)NCc2cccnc2)cccc1[N+](=O)[O-]	0	-1	1	1	-0.2	-14	0	9
O=C(CC1C(=O)NCCN1Cc1cccc(F)c1)NC1CCC1 (centres undefined)	1	-1	0	-16	0.2	-8	-1	-2
O=C1NCCN1Cc1ccc(Cl)cc1	1	-4	-2	2	-0.5	54	-9	3
COc1cc(/C=C2/N=C(c3ccccc3F)OC2=O)cc(Cl)c1OS(C)(=O)=O	-3	-5	-2	-2	-0.8	3	-2	6
Cn1nc(C(=O)Nc2ccccc2N2CCOCC2)ccc1=O	2	-6	-3	4	0.9	-3	2	-8
CCOC(=O)CC(NC(=O)CCc1c(C)nc2nc(C)nn2c1C)c1ccc(C)cc1 (centres undefined)	0	1	1	-9	0.8	3	-2	0
CCc1nnc(NS(=O)(=O)c2ccc(N/C=C\C(=O)c3cccc4ccccc34)cc2)s1	-2	-8	-2	-3	13	7	-2	10
COc1ccc(-n2nnc3c(=O)n(Cc4cccc(C)c4)cnc32)cc1	1	-2	-1	7	-1.0	8	7	2
CC(C)OC(=O)c1cc2c(ccn2C)n1CC(=O)N(Cc1ccccc1)c1ccccc1	-3	-8	0	11	-3.1	6	7	23
COc1ccc(S(=O)(=O)c2c(O)cc(C)c(NS(=O)(=O)c3ccccc3)c2C)cc1	-5	/	/	-4	1.5	-12	14	5
Cc1cc(C)nc(CCNC(=O)c2cc(COc3ccccc3)on2)n1	-1	-8	-2	2	3.5	-5	-1	5
CCC(C)(C)NC(=O)CN(C(=O)CCC(=O)Nc1nccs1)c1ccc2c(c1)OCCO2	-2	-8	-2	0	-1.2	11	-1	1
O=C(NNC(=O)c1ccccc1Br)c1cccs1	1	-6	2	-16	-2.8	-9	0	7
CC(C)c1ccc(C(=O)N2CCN(c3cnn(C)c(=O)c3Cl)CC2)cc1	0	-5	-2	-1	-0.3	11	-2	4
O=C(CSC(=S)N1CCOCC1)Nc1nccs1	-1	-3	4	2	0.9	-17	-6	8
CCOc1ccc(CN(C)C(=O)c2ccc(S(=O)(=O)N(C)c3ccccc3OC)cc2)cc1	1	-3	0	-1	1.7	13	-1	28
COc1ccccc1CNC(=O)C(=O)Nc1nccs1	-2	-5	-4	-6	-1.5	-1	-6	8
